Assay outcomes: PubChem, several laboratories
NPY-Y1 antag: antagonists of human neuropeptide Y receptor Y1; P25929; HEK293-CNG Y1 cells, membrane potential fluorescence; NPY at EC95, then isoproterenol; inhibition, % at 3.6 µM; actives 1% (n = 200,000);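 active = inhibition above the campaign mean inhibition of all tested compounds plus 3 SD, cut at about 20% in these data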;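 also: 0% = DMSO wells given NPY plus isoproterenol and 100% = isoproterenol alone without NPY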
Target sequence (P25929 whole entry, looked up): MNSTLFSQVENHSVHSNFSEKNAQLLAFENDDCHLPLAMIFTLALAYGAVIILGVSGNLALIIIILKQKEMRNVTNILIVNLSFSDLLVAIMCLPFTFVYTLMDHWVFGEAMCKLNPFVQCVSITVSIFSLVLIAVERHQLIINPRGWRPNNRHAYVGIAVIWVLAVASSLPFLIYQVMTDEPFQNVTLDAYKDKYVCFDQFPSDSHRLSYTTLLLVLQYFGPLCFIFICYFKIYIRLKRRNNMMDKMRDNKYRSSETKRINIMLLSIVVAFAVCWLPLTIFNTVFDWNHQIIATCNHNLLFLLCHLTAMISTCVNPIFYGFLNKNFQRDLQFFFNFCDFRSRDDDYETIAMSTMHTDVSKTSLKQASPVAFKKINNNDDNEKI
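Material: HEK293 Y1/CNG channel cell line | Also added: NPY (25 nM), isoproterenol (1 µM), Ro 20-1724 (25 µM) | Compound: One concentration, 3.6 µM, in 0.4% DMSO | Schedule: 3 h dye uptake, 1 h room-temperature compound, 45 min post-isoproterenol | Signal: Membrane-potential fluorescent dye readout | Read-out: % inhibition of NPY effect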
TRPN1 ag: zebrafish TRPN1 (NompC) channel agonism. HEK293 zebrafish TRPN1-YFP, Fluo-8 calcium fluorescence; 100% = response to 87 µM carbachol. AID 1424. activation, % at 3 µM. actives 0.18% (n = 220,000);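 active = activation above its plate's cutoff, the mean activation of test wells on that plate plus 3 SD, cut at about 19% in these data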;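 also: 0% = DMSO alone and 100% = 87 µM carbachol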
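Assay system: Zebrafish TRPN1-YFP in HEK293 cells | Incubation: Dye loading 1 h at 37 °C, then 30 min room temperature | Measured by: Kinetic Fluo-8 fluorescence, ex 470-495, em 515-575 nm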
TRPML3 ag: activates the human TRPML3 channel. HEK293 TRPML3-YFP, Fluo-8 calcium fluorescence; 100% = the carbachol control signal. activation, % at 3 µM. actives 0.29% (n = 220,000). AID 1448;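 active = activation above its plate's cutoff, the mean activation of the plate's test wells plus 3 SD, cut at about 12% in these data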;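 also: 0% = DMSO only wells and 100% = carbachol wells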
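Test system – HEK293 line with stable expression of human TRPML3-YFP channel · Control set – carbachol 87 µM final as high control (100%), DMSO as low control (0%) · Signal – Fluo-8 calcium dye fluorescence, ex 470-495, em 515-575 nm · Incubation – 1-h 37 °C dye load, 5-s basal, 120-s post-compound reads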
PGE2 EP2 inh: blocks the human prostaglandin E2 receptor EP2. actives 0.52% (n = 260,000). inhibition, % at 25 µM. C6 glioma cells expressing human EP2, cAMP TR-FRET; cells stimulated with saturating PGE2. AID 1422;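 active = percent inhibition above 40 after rounding to a whole number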;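 also: rat C6 glioma host cells with rolipram phosphodiesterase inhibitor present; the protocol text gives 20 µM as final concentration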
Target sequence (P43116 whole entry, looked up): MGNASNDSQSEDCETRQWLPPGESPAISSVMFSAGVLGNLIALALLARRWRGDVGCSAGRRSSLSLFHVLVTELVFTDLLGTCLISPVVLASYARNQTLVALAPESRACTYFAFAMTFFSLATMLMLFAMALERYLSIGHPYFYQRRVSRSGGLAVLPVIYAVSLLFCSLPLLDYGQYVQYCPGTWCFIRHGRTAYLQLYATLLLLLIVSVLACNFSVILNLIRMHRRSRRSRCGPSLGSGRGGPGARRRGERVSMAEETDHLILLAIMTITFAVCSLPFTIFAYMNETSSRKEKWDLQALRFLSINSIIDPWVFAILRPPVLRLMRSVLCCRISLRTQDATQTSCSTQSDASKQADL
PPC-1+TRAIL kill: PPC-1 cancer cell killing with TRAIL present. actives 0.41% (n = 220,000). cell killing (% activity), % at 4 µM. PPC-1 cells + TRAIL, ATPLite viability luminescence;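 active = cell killing above 50% in the first pass at 4 µM, then a duplicate retest at 5 µM averaging 50% or more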;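 also: plate controls were cells with TRAIL plus DMSO for no effect and medium-only wells lacking cells for full effect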
CHOP inh: CHOP inhibition in unfolded protein response; CHO-K1 CHOP-promoter luciferase, tunicamycin-induced, 15-18 h; inhibition, % at 10 µM; actives 3.8% (n = 220,000);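 active = compounds that reduced the stress-induced luciferase reporter signal by more than about 70% of percent inhibition, limit read from the data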;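 also: 0% = tunicamycin plus vehicle and 100% = wells without tunicamycin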
14-3-3 Bad inh: disrupts binding of bovine 14-3-3 zeta to phospho-Bad peptide; P63103; TR-FRET 14-3-3zeta/Dy647-pBad peptide displacement, 1 h; inhibition, % at 21.7 µM; actives 0.71% (n = 220,000); AID 781;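 active = inhibition above about 70%, limit read from the data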;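 also: 0% = full 14-3-3 plus peptide FRET controls and 100% = background without 14-3-3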
Target sequence (P63103 whole entry, looked up): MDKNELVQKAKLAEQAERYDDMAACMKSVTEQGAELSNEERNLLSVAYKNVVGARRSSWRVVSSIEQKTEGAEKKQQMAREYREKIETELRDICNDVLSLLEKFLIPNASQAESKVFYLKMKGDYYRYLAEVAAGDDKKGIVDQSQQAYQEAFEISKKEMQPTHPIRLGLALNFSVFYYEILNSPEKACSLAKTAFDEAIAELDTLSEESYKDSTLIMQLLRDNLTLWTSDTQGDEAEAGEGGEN
EP2 mod: EP2 receptor (human) modulation; AID 940; actives 0.83% (n = 260,000); induction, % at 25 µM; EP2-expressing cells, cAMP HTRF FRET, PGE2 co-stimulation; P43116;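 active = compounds whose cAMP rise, as percent of the full-agonist control response, exceeds 60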;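 also: rat C6 glioma line stably carrying human EP2 under a CMV promoter; the protocol text gives 20 µM as final concentration; 100% = response of wells given 1 µM PGE2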
NPY1 pot ag: potentiators or agonists of human neuropeptide Y receptor Y1; P25929; NPY-Y1 expressing cells, potentiator/agonist activation; activation, % at 3.6 µM; actives 0.37% (n = 220,000); AID 1304; in the data active = activation above about 33%, passing the limit was not always enough;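 also: cells stimulated with NPY at EC10 then isoproterenol at EC100; 0% = low agonist plus stimulus and 100% = saturating agonist plus stimulus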
Numbers without * were called inactive; / = no result given; & = joins results of further samples; [ ] = dose if it differs, or a comment. Some of the compounds tested; count on the stated rates, not on these rows.

Start of the data: the first 2 compounds as a preview:
SMILES | NPY-Y1 antag | TRPN1 ag | TRPML3 ag | PGE2 EP2 inh | PPC-1+TRAIL kill | CHOP inh | 14-3-3 Bad inh | EP2 mod | NPY1 pot ag
CN(C)CCN(Cc1cc2cc3c(cc2[nH]c1=O)OCCO3)C(=S)NCC1CCCO1 (centres undefined) | 6 | -1.4 | 1.0 | 4 | 2 | 2 | 3 | -6 | 5
COc1ccc(CN2CCNC(=O)C2CC(=O)NCCSc2nccn2C)c(OC)c1 (centres undefined) | 0 | 0.3 | 1.4 | 4 | 10 | 15 | -6 | 17 | 1

The listing, previewed entries included:
SMILES | NPY-Y1 antag | TRPN1 ag | TRPML3 ag | PGE2 EP2 inh | PPC-1+TRAIL kill | CHOP inh | 14-3-3 Bad inh | EP2 mod | NPY1 pot ag
CN(C)CCN(Cc1cc2cc3c(cc2[nH]c1=O)OCCO3)C(=S)NCC1CCCO1 (centres undefined) | 6 | -1.4 | 1.0 | 4 | 2 | 2 | 3 | -6 | 5
COc1ccc(CN2CCNC(=O)C2CC(=O)NCCSc2nccn2C)c(OC)c1 (centres undefined) | 0 | 0.3 | 1.4 | 4 | 10 | 15 | -6 | 17 | 1
COc1cccc(OCC(O)CN2CCN(CCO)CC2)c1 (centres undefined) | 3 | 0.5 | 0.4 | 10 | 4 | -16 | 58[fluorescence artefact?] | 11 | -10
Cc1cccc(NC(=O)CN(C)S(=O)(=O)c2cccs2)c1 | -1 | -1.2 | 0.2 | 2 | -5 | -40 | 0 | -15 | -24
CCCOc1ccc(Oc2nc(-c3ccncc3)nc3ccccc23)cc1 | / | 1.9 | 0.9 | 12 | -10 | 0 | 3 | 18 | -34
CO/C([O-])=N/c1c[n+](-c2ccc(C)cc2)no1 | 6 | 0.1 | 0.2 | 9 | -4 | 4 | 3[fluorescence artefact?] | 23 | -17
COC(=O)C1=C(C)NC(=O)NC1c1cc(Cl)ccc1OC (centres undefined) | 0 | 13 | -0.2 | 8 | 23 | 31 | 6 | 12 | 2
CCN1CCN(Cc2ccc(NC(=O)c3ccc(C)c(NC(=O)C[C@@H]4NC(=O)[C@H](Cc5ccccc5)NC4=O)c3)cc2C(F)(F)F)CC1 | / | / | / | 16 | 14 | -3 | 4 | 13 | /
CCOC(=O)c1c(NC(=O)Cc2cccs2)sc(C)c1C | 21* | 0.1 | -0.8 | 11 | 18 | 38 | -16 | 62* | -52
Cc1ccc(S(=O)(=O)NCC2COc3ccccc3O2)cc1 (centres undefined) | 8 | -1.8 | -0.8 | 12 | 4 | 25 | -14 | -11 | -36
CCCNC(=O)Cn1cnc2sc(C(=O)N3CCCC(C(=O)OCC)C3)c(C)c2c1=O (centres undefined) | -1 | 0.2 | 0.9 | 11 | 14 | 1 | 0 | 14 | -7
CCOc1ccc(C2=Nc3ccc(Br)cc3C(c3ccc(N4CCOCC4)cc3)=NN2)cc1 | 3 | -0.4 | 0.4 | 8 | 35 | -10 | -5 | 10 | -3
Brc1ccc(-c2nn3c(Cc4ccccc4)nnc3s2)o1 | 2 | -1.1 | 0.8 | 12 | 1 | 38 | -5 | 21 | -40
O=c1ccccn1CCOc1ccc(Cl)cc1 | / | 1.2 | -0.4 | 9&8 | 12 | 7 | 5 | 7&-8 | 28
Nc1nnc(SCC(=O)NCCOc2ccccc2)s1 | -3 | 1.0 | 0.5 | 1 | 20 | -18 | 6 | -2 | 12
O=C(Nc1ccc(C(=O)OC[C@@H]2CCCN3CCCC[C@H]23)cc1)c1cccc(Br)c1 | 14 | 0.4 | 1.5 | 11 | 8 | -11 | -5 | -58 | -36
COc1ccc(C(=O)Nc2cccc(C(C)=O)c2)c(OC)c1OC | 2 | -0.3 | 1.1 | 23 | 29 | 20 | -1 | -3 | -18
Cc1c(C(=O)O)sc2nc3n(c(=O)c12)CCCCC3 | 1 | 1.5 | 0.5 | 12 | -10 | -5 | 10 | 19 | -6
COCCNC(=O)C(NC(=O)C1CCC(C)CC1)C(C)C (centres undefined) | 4 | 0.0 | -1.2 | 0 | 8 | -12 | -5 | -10 | -21
Cc1cc(-c2ccccc2)nc2cc(C(=O)N(Cc3ccccc3)Cc3ccccc3)nn12 | 10 | -1.2 | 0.2 | 7 | -5 | 5 | -18 | 72* | -19
Cn1c(N)c(N2CCCCC2)c(=O)n(CC(=O)Nc2ccc(Cl)c(Cl)c2)c1=O | -14 | 3.9 | 0.6 | 3 | -11 | 62 | 6 | -18 | 20
CCCCN(C)C(=O)c1nc2ccccn2c1CN1CCN(C/C=C/c2ccccc2)CC1 | 26* | -1.6 | 0.1 | 3 | 7 | 13 | 0 | 19 | -2
CCCN1C2CCCC1CC(NC(=S)Nc1cc(C)ccc1C)C2 (centres undefined) | 2 | -0.8 | 0.9 | 8 | 26 | 10 | -7 | 5 | -16
Cc1cc(C)cc(NC(=O)c2cccn2-c2ncc(C(F)(F)F)cc2Cl)c1 | -5 | -1.2 | -0.7 | 5 | 9 | 74* | -14 | 14 | 1
CC(C)Cn1c(N)c(C(=O)COC(=O)c2cc(C(F)(F)F)nc3c(C(F)(F)F)cccc23)c(=O)n(C)c1=O | -3 | 1.2 | 0.9 | / | 26 | 39 | -5 | 25 | 1
O=S(=O)(NCc1cccnc1)c1ccc(Cl)s1 | 4 | -2.0 | 0.8 | 7 | 25 | 0 | 8 | 57 | -11
Clc1nc(-c2cccnc2)nc2scc(-c3ccccc3)c12 | 5 | 0.1 | 0.8 | 15 | 19 | 39 | -4 | 36 | -3
COc1ccc2cc3cc(C(=O)Nc4cc(OC)c(OC)c(OC)c4)oc3nc2c1 | 2 | 3.6 | 3.7 | 10 | 23 | 33 | / | 10 | 5
COc1ccc(C(CCN(Cc2ccc(OC)c(OC)c2)C(C)=O)c2ccccc2)cc1 (centres undefined) | 1 | -0.5 | -0.2 | 4 | -9 | 2 | -8 | 21 | 21
COC(=O)c1onc(-c2c(C)cc(C)cc2C)c1C(=O)OC | 2 | -3.3 | -1.4 | 15 | -1 | -1 | -10 | 25 | 15

Full records, quoted from the list:
COc1ccc2cc3cc(C(=O)Nc4cc(OC)c(OC)c(OC)c4)oc3nc2c1 is listed with NPY-Y1 antag: 2; TRPN1 ag: 3.6; TRPML3 ag: 3.7; PGE2 EP2 inh: 10; PPC-1+TRAIL kill: 23; CHOP inh: 33; 14-3-3 Bad inh: /; EP2 mod: 10; NPY1 pot ag: 5
O=S(=O)(NCc1cccnc1)c1ccc(Cl)s1 is listed with NPY-Y1 antag: 4; TRPN1 ag: -2.0; TRPML3 ag: 0.8; PGE2 EP2 inh: 7; PPC-1+TRAIL kill: 25; CHOP inh: 0; 14-3-3 Bad inh: 8; EP2 mod: 57; NPY1 pot ag: -11

(continued)
SMILES | NPY-Y1 antag | TRPN1 ag | TRPML3 ag | PGE2 EP2 inh | PPC-1+TRAIL kill | CHOP inh | 14-3-3 Bad inh | EP2 mod | NPY1 pot ag
COc1cccc(-c2nc3ccc([N+](=O)[O-])cc3o2)c1 | 4 | -0.4 | 0.3 | 3 | 32 | 23 | 4 | 20 | -16
CSc1sc(C)cc1C1C(C#N)=C(N)N(c2cccnc2)C2=C1C(=O)CCC2 (centres undefined) | 1 | 0.5 | 0.9 | 4 | -12 | 19 | / | -10 | 7
Cc1ccc(S(=O)(=O)N2CCN(Cc3nc4ccccc4[nH]3)CC2)cc1C | 0 | 1.5 | 0.6 | 15 | 28 | -20 | -2 | -6 | 2
COC(=O)Nc1ccc2c(c1)N(C(=O)CCN1CCN3CCCC3C1)c1ccccc1S2 (centres undefined) | 3 | 0.0 | 0.4 | 7 | -2 | 34 | 52 | 7 | 15
COCC(C)NC(=O)c1ccc(Cl)c(Cl)c1 (centres undefined) | 3 | -1.0 | 0.8 | 10 | 13 | -8 | 4 | 13 | -12
Cc1ccc(S(=O)(=O)NCCNC(=O)CN2CCCC2)cc1 | 1 | -1.0 | 0.1 | 8 | 30 | -1 | -8[fluorescence artefact?] | 23 | -3
O=C(NC(Cc1c[nH]c2ccccc12)C(=O)N/N=C/c1cccc2ccccc12)c1cccs1 (centres undefined) | -7 | 0.6 | 1.1 | 14 | 2 | 43 | -10[fluorescence artefact?] | -8 | -12
O=C(CCS(=O)(=O)Cc1ccccc1)Nc1ccc2c(c1)OCCO2 | -11 | -0.3 | 0.6 | 4 | 4 | -18 | -4 | 9 | 16
C/C(=C\c1ccco1)CN1CCN(Cc2ccc(C)o2)C(CCO)C1 (centres undefined) | -2 | 1.3 | 0.4 | 12 | -10 | 24 | -9 | 5 | 0
O=C(CC12CC3CC(C1)CC(CC(=O)NC1=NCCS1)(C3)C2)NC1=NCCS1 | 4 | -0.1 | 0.5 | 6 | 8 | 9 | 0 | -14 | 9
Cc1cccc(NC(=S)NN2CCOCC2)c1C | -2 | 0.7 | 1.0 | 13 | 10 | 21 | 6[fluorescence artefact?] | -21 | 11
Cc1ccc(C2C3CN(C(C)C)CC=C3C(C#N)=C(N)C2(C#N)C#N)cc1 (centres undefined) | / | / | / | / | 5 | 9 | 0 | 10 | /
C=CC(C)(C)c1[nH]cnc1/C=C1\NC(=O)C(C(C)C)NC1=O (centres undefined) | / | / | / | 22 | 8 | 20 | -6 | 26 | /
Cc1ccc(-n2nnc3c(=O)n(CC(=O)NCc4ccco4)cnc32)cc1 | -1 | -1.7 | -0.6 | 9 | 15 | 0 | 3 | -7 | -3
COc1ccc2c(c1)OC(O)(C(F)F)CC2=O (centres undefined) | 5 | 0.1 | 0.4 | 18 | -11 | 61 | -10 | -18 | -1
Nc1ccc2nc(CCc3ccccc3)[nH]c2c1 | 9 | 0.7 | 0.7 | 10&6 | 10 | -11 | 14[fluorescence artefact?] | -58&14 | 21
O=C(O)c1ccccc1/C=N/NC(=S)NCc1ccccc1 | / | 0.5 | 0.8 | 1 | 5 | 4 | 1 | -36 | -26

Part of the list above, limited to TRPN1 ag, PGE2 EP2 inh and CHOP inh.
molecule | TRPN1 ag | PGE2 EP2 inh | CHOP inh
COC(=O)c1onc(-c2c(C)cc(C)cc2C)c1C(=O)OC | -3.3 | 15 | -1
COc1cccc(-c2nc3ccc([N+](=O)[O-])cc3o2)c1 | -0.4 | 3 | 23
CSc1sc(C)cc1C1C(C#N)=C(N)N(c2cccnc2)C2=C1C(=O)CCC2 (centres undefined) | 0.5 | 4 | 19
Cc1ccc(S(=O)(=O)N2CCN(Cc3nc4ccccc4[nH]3)CC2)cc1C | 1.5 | 15 | -20
